# Screens as filed in PubChem BioAssay.
# CHRM1 antagonist: human CHRM1 antagonism; P11229; CHO-K1 hM1, Fluo-8 calcium fluorescence, ACh EC80 antagonist; inhibition, % at 3 µM; 1.3% of 360,000 active; AID 588852;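 active means percent inhibition above its own plate's cutoff, namely the mean of that plate's compound wells plus 3 SD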;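 further: peak over basal fluorescence ratio during 140 s after agonist addition; 0% = ACh EC80 plus DMSO and 100% = DMSO alone without agonist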
# Target sequence (P11229 whole entry, looked up): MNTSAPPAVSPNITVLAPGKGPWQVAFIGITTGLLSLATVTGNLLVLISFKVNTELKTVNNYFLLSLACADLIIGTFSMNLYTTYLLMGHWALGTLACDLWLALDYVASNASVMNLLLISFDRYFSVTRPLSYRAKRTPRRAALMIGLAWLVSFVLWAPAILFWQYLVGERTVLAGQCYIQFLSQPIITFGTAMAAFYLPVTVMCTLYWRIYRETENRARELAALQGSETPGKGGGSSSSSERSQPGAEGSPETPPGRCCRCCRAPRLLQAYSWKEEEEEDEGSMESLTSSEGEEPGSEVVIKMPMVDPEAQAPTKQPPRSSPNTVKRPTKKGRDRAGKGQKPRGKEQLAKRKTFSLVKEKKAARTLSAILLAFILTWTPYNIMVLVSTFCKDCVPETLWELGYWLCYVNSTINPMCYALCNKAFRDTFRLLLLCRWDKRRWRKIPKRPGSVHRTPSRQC
# M1 ag: activates human CHRM1 receptor; activation, % at 3 µM; AID 588814; 0.33% of 360,000 active; P11229; CHO-K1 hM1, Fluo-8 calcium fluorescence, agonist mode; 0% DMSO, 100% acetylcholine EC100;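 active means activation above the run's mean compound activation plus 3 SD, cut at about 16% in these data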;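 further: peak over basal fluorescence ratio within a 140 s kinetic read after compound addition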
# M1 PAM: human CHRM1 positive allosteric modulation; activation, % at 3 µM; CHO-K1 hM1, Fluo-8 calcium fluorescence, ACh EC20; 0% = ACh EC20, 100% = maximal ACh; 0.088% of 360,000 active; P11229; in the data active means activation above about 19%, passing the limit was not always enough
# CHO-K1 Ca antag: nonselective inhibitor or artifact in parental CHO-K1 cells. ATP-induced calcium, Fluo-8 fluorescence. inhibition, % at 3 µM. 0.6% of 360,000 active. AID 602250;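 active means inhibition above a per-plate cutoff, the plate's mean sample inhibition plus 3 SD, cut at about 24% in these data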;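 further: 0% = DMSO plus EC80 ATP and 100% = DMSO alone without ATP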
# CHO parental Ca: counter-screen for OX1R antagonists: effect in parental CHO cells | parental CHO-K1, ATP-induced calcium, Fluo-8 fluorescence | inhibition, % at 5.6 µM | 0.63% of 330,000 active | AID 463079;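 active means inhibition above that plate's mean sample inhibition plus 3 SD, cut at about 26% in these data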;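 further: 0% = ATP-challenged DMSO wells and 100% = DMSO wells without ATP; some compounds past the cut are filed as inactive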
#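 Assay system – parental CHO cells · Reagent – ATP stimulus · Detection – intracellular calcium via Fluo-8 no-wash fluorescent dye · Evaluation – percent inhibition of ATP-evoked calcium rise, normalized to controls · Controls – ATP wells versus no-ATP DMSO wells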
# TAAR1 agonist: agonists of human TAAR1; CHO RD-HGA16 TAAR1, Fluo-8 calcium fluorescence; vehicle wells 0%, saturating PEA agonist 100%; 0.99% of 360,000 active; activation, % at 3 µM; Q96RJ0;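 active means activation above the mean activation of all test compounds in the run plus 3 SD, cut at about 38% in these data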
# Target sequence (Q96RJ0 whole entry, looked up): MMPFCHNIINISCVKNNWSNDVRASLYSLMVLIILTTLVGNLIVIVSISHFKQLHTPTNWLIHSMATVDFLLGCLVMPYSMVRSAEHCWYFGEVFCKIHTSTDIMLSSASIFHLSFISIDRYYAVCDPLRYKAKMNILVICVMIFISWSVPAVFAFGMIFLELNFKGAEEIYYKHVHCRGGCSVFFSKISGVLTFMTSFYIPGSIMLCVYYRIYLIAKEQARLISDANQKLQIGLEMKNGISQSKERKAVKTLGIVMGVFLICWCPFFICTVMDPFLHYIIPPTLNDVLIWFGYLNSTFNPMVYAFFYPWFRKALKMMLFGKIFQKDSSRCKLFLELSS
#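 test system = CHO RD-HGA16 cells carrying human TAAR1 plus Gα16 | schedule = 17-24 h seeding, 75 min 37 °C dye, 30 min RT | compound dosing = 3 µM single concentration | control set = DMSO and PEA EC100 | replicates = n 1 | signal = Fluo-8 fluorescence, 5 s baseline then 140 s kinetic read | measure = percent activation vs PEA EC100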
# M1 ag parental: M1 agonist counterscreen hit in parental CHO-K1 cells; 0.48% of 360,000 active; activation, % at 3 µM; Fluo-8 calcium fluorescence; scaled to maximal ATP response, vehicle zero; in the data active means activation above about 15%;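 further: untransfected CHO-K1 host cells lacking M1 receptor as counterscreen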
# TAAR1 antagonist: human TAAR1 antagonism; inhibition, % at 3 µM; CHO RD-HGA16 TAAR1, Fluo-8 calcium fluorescence, antagonist; 1.5% of 360,000 active; Q96RJ0; AID 624466;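 active means inhibition above a per-plate cutoff, the mean inhibition of test compounds on that plate plus 3 SD, cut at about 49% in these data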;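 further: 0% = DMSO plus EC80 beta-PEA response and 100% = DMSO alone without agonist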
#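 Material: CHO RD-HGA16 cells bearing hTAAR1; compound dosing: one-point dosing, 3 µM nominal final; schedule: dye loading 75 min at 37 °C, then 30 min room temperature; measured by: calcium fluorescence with Fluo-8; control set: vehicle and agonist controls; replication: n of 1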
# M1 PAM parental: counter-screen for M1 PAMs: effect in parental CHO-K1 cells. 0.02% of 360,000 active. AID 602247. ATP EC20, Fluo-8 calcium fluorescence; 0% at ATP EC20, 100% at ATP max. activation, % at 3 µM;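 active means activation above the run cutoff, the mean activation of all test compounds plus 3 SD, cut at about 40% in these data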;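 further: peak over basal fluorescence ratio in a 140 s read after ATP addition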
# * = called active by the depositor; nt = no result given.
smiles	CHRM1 antagonist	M1 ag	M1 PAM	CHO-K1 Ca antag	CHO parental Ca	TAAR1 agonist	M1 ag parental	TAAR1 antagonist	M1 PAM parental
CCCNC(=O)c1nc(C)n(-c2ccc([N+](=O)[O-])cc2)n1	4.2	-7.0	4.1	9.2	-9.1	4.2	-1.1	-15.5	-11.3
CCOc1cccc(-c2c(C(=O)N/N=C/c3c(F)cccc3Cl)nnn2-c2nonc2N)c1	-1.0	-1.1	2.7	-9.4	-1.7	9.9	3.0	18.1	10.9
CCCOc1ccc(-c2nnn(CC(=O)N3CCCCC3)n2)cc1	-10.6	-2.3	3.2	-8.5	0.4	-2.1	2.5	11.3	3.4
O=C(/C=C/c1ccc2c(c1)OCCO2)N1CCN(c2ccc(F)cc2)CC1	-14.9	-1.1	12.6	-5.7	-10.0	-2.7	-0.1	-0.4	-7.7
COc1ccc(C(=O)Nn2cnnc2)cc1	-1.8	0.1	3.2	-2.2	-5.2	7.8	0.2	-0.2	8.2
N#CCSc1ccc(S(=O)(=O)N2CCOCC2)cn1	-2.5	-2.4	4.9	-11.0	0.3	7.1	0.2	-8.7	9.8
CC1(C)Cc2c(sc3c2c(=O)n(Cc2ccccc2)c2nncn32)CO1	-8.2	-1.4	-1.2	-4.5	nt	nt	0.1	nt	5.1
CC[C@]12c3[nH]c4ccc(OC)cc4c3CCN1C(=O)C(CC(=O)NC(C)(C)C)C[C@@H]2C(=O)N1CCN(C(=O)c2ccco2)CC1 (stereo not given in full)	-5.6	-3.0	6.4	-2.2	-11.8	0.2	0.5	-21.8	16.4
CC(O)(c1ccc(F)c(F)c1)c1nc(-c2ccc(Cl)cc2)cs1 (stereo not given)	-19.5	-0.5	14.4	3.6	nt	-0.5	0.0	13.4	-7.3
CN(C)c1ccc(CN(CC2CCCO2)C(=O)c2cccs2)cc1 (stereo not given)	-6.8	-3.8	4.3	-4.7	-11.4	-1.8	0.4	-5.4	-0.9
CC(C)Cc1nnc(NS(=O)(=O)Cc2ccccc2)s1	-6.9	-3.5	6.5	-17.7	-16.0	11.2	0.7	-11.8	16.0
CCC1CCCCN1C(=O)c1ccc2nc(Cc3ccc(OC)cc3)oc2c1 (stereo not given)	1.6	-1.6	3.4	6.1	-17.3	0.6	2.3	5.4	-0.1
CCOc1cc(N2CCOCC2)c(OCC)cc1NC(=O)CN1C(=O)NC(Cc2ccccc2)C1=O (stereo not given)	3.9	-0.6	-5.5	-16.8	-3.1	7.3	-0.1	-4.0	8.2
CSCCC(NC(=O)c1ccccc1)C(=O)N(C)CC(=O)Nc1ccc(N2CCOCC2)cc1 (stereo not given)	0.3	-0.4	1.3	-12.2	-8.1	9.1	4.4	17.0	22.7
Cc1cccc(NC(=O)CNC(=O)CCc2nc3sc4c(c3c(=O)[nH]2)CCCC4)c1C	-7.7	-5.3	1.8	-7.1	-7.6	-0.7	1.8	-18.3	22.8
Cc1cccc(NS(=O)(=O)c2nnc(NC(=O)c3ccc(Cl)cc3)s2)c1	-7.2	-2.9	4.9	5.5	-8.0	-1.6	3.1	-3.3	16.4
C=C(C)CSc1nc(N)c2c(C)c(C)sc2n1	-17.9	-6.4	1.0	-4.7	-18.6	10.9	-0.2	-16.3	-11.1
CCOC(=O)N1CCN(C(=O)c2ccc3nc4cc(Cl)ccc4c(=O)n3c2)CC1	9.5	-4.9	-3.5	-16.1	-9.6	5.7	0.1	1.5	0.1
COC(=O)c1c(C)[nH]c(C(=O)C(C)Sc2nnc(-c3cc(OC)c(OC)c(OC)c3)o2)c1C (stereo not given)	-17.4	-2.4	2.2	0.5	-11.3	0.1	-0.5	7.2	-1.3
CC(Oc1ccc(Cl)cc1Cl)c1ccnc2nc(N3CCOCC3)nn12 (stereo not given)	-1.2	-8.1	4.0	2.3	-14.4	5.9	1.5	16.9	2.1
CCOC(=O)N1CCN(C(=O)CSc2nc3c(cnn3-c3ccc(Cl)cc3)c(=O)[nH]2)CC1	-14.9	0.4	8.6	-18.3	-1.9	0.5	1.0	24.1	26.7
COc1ccc(/C=C/C(=O)NNc2c(F)c(F)cc(F)c2F)cc1OC	6.7	0.2	1.6	25.0*	-4.8	33.5	-0.2	10.9	-7.4
CC(C)(C)N(NC(=O)Nc1ccc(Cl)c(Cl)c1)C(=O)c1ccccc1	16.0	4.9	-4.8	21.3	29.3	20.8	10.0	14.6	4.4
CN1CCN(CCCNC(=S)Nc2ccc(F)c(Cl)c2)CC1	-0.2	-3.5	3.4	-8.8	-10.6	-0.1	0.4	-14.2	12.2
CN1C2CCC1CC(NC(=O)c1cc(S(=O)(=O)N(C)C)c(Cl)cc1Cl)C2 (stereo not given)	12.9	-7.7	-3.3	0.0	-13.2	7.7	-0.2	4.2	-19.3
COC(=O)[C@]1(C)N[C@H](CN(C)C(=O)NC(C)C)[C@@H]2C(=O)N(C)C(=O)[C@@H]21	-13.5	-3.7	9.6	-4.7	-7.9	0.5	0.0	15.0	7.9
Cc1cc(C)cc(N(CC(=O)NC2CCCC2)C(=O)CCC(=O)Nc2cc(C)on2)c1	-9.5	0.3	9.7	-8.9	-18.3	3.2	1.7	-19.2	13.0
O=C(CSc1ccc(F)cc1)NC12CC3CC(CC(C3)C1)C2	-8.0	-3.5	18.0	-5.5	8.3	1.6	0.1	4.9	20.4
CCCSc1nc(=S)n(Cc2ccccc2)c(C)c1C(C)=O	-3.8	-9.3	4.1	-9.1	-23.7	-2.0	1.3	-12.7	16.5
C=CCc1c(C)nc(SCC(N)=O)[nH]c1=O	-4.8	-3.9	4.0	-4.8	-3.5	nt	-0.1	nt	-5.2
Cc1ccc(-c2nnn(CC(=O)N(CC(=O)NC3CCCC3)c3cccc(F)c3)n2)o1	-7.3	-0.8	10.6	-11.4	-10.7	-2.2	1.4	5.6	-17.6
CN(C)CCN(C(=O)C1CCN(S(=O)(=O)c2cccs2)CC1)c1nc2ccc(F)cc2s1	-10.5	-3.9	5.4	0.3	-6.1	7.4	0.3	-1.6	-2.4
CC1CN(C(=O)CCC(=O)NCCc2ccccc2)c2ccccc2O1 (stereo not given)	15.7	-2.3	-8.9	-4.7	-8.4	27.7	-0.1	-23.9	9.5
Fc1cccc(Cl)c1Cn1nnc2c(N3CCC4(CC3)OCCO4)ncnc21	-5.2	-3.8	-0.1	-4.8	-6.5	5.4	0.4	0.3	12.1
O=C(C1=C[C@@H](c2ccc(Br)cc2)C[C@@H](OCCCCO)O1)N1CCN(Cc2ccc3c(c2)OCO3)CC1	5.7	-5.2	-1.5	0.5	-32.4	16.1	3.5	29.6	5.5
COc1ccc(OC)c(N(CC(=O)Nc2ccccc2)S(C)(=O)=O)c1	-1.5	-3.5	7.0	-9.2	-13.0	10.6	0.6	-9.7	20.4
CN(C)Cc1c(O)ccc2c(=O)c(-c3ccccc3)c(C(F)(F)F)oc12	-0.9	-4.4	-2.1	0.0	-14.6	0.0	-0.1	12.5	-12.1
COC(=O)c1cc(C)sc1NC(=O)C1C2C=CC(CC2)C1C(=O)O (stereo not given)	-7.0	-7.8	8.5	-2.2	-8.8	8.3	0.2	-8.7	-3.1
O=S(=O)(c1ccc(Br)cc1F)N1CC[C@H](O)C1	-12.2	-3.0	7.3	-3.8	nt	0.4	0.5	-4.1	16.1
CCCCCCCCN1[C@@H](CC(=O)OC)c2cc(F)ccc2S1(=O)=O	-13.2	-7.5	1.6	-8.5	-25.1	4.0	-0.4	18.8	21.9
Cn1nnc2cc(NC(=O)NCc3ccc4c(c3)OCO4)ccc21	2.7	-3.6	1.6	-7.1	-11.3	1.1	0.4	17.3	20.0
COCC1CCN(C(=O)c2cc(COc3ccc(C)c(C)c3)on2)C1 (stereo not given)	-1.6	-3.6	2.0	-7.2	nt	0.1	0.9	-4.8	4.6
Nc1ccc(-n2cnc3cc([N+](=O)[O-])ccc32)cc1	-25.2	-3.8	4.7	-6.5	-5.1	-0.7	0.3	-2.2	14.5
CN1C(=O)c2ccc(NC(=O)c3ccc(N4CCCCC4)c([N+](=O)[O-])c3)cc2C1=O	5.5	-5.4	-1.7	-6.7	-3.8	1.4	-0.1	-14.6	12.6
Cc1ccc(NC2CCCN(C(=O)CSc3ccncc3)C2)cc1C (stereo not given)	-5.9	-6.1	1.9	4.0	nt	-0.8	12.1	-13.9	2.5
Oc1cccc(C(Nc2nccs2)c2ccc3cccnc3c2O)c1 (stereo not given)	17.2	-4.1	-13.0	11.1	-11.6	-0.3	0.0	15.8	-20.9
O=C(NCCCN1CCN(CCCNC(=O)c2ccc(F)cc2)CC1)c1ccc(F)cc1	-1.5	-6.5	7.7	-5.9	-23.4	4.7	0.1	-4.5	18.5
CCCc1[nH][nH]c(=O)c1C(c1ccc(Cl)cc1)C(C#N)C#N (stereo not given)	-24.4	-6.8	3.5	-11.2	-8.3	2.0	0.6	-16.8	10.0
CN(C)c1cc[n+](CC(=O)N2CCCc3ccccc32)cc1	0.8	-14.2	-2.5	-3.1	-1.1	4.7	0.5	0.0	16.7
O=C(Nc1ccc(-c2nc3ccccc3s2)c(OC(=O)c2ccccc2)c1)c1ccccc1	-3.9	-0.8	-0.9	-11.0	-6.9	1.9	0.9	-3.4	9.8
O=C(NCCc1ccccc1)C(=O)NCC1OCCN1S(=O)(=O)c1cccs1 (stereo not given)	-13.5	0.7	6.5	-11.6	-13.4	56.5*	2.1	-4.7	13.6
COC(=O)Cc1nnc(NC(=O)C(C)C)s1	10.5	-2.5	-3.7	-0.5	-2.5	9.2	0.6	11.1	18.0
COc1ccc(NC(=O)c2cc(-c3ccccc3Cl)no2)cc1	-10.2	-1.9	8.8	2.1	-18.5	13.2	0.2	10.9	6.2
Clc1ccccc1C1=Nn2c(nnc2-c2ccco2)SC1	-14.1	-1.5	12.1	-10.6	-6.3	9.6	-0.2	-5.0	12.9
COc1cccc(NC(=O)c2sc3nc4n(c(=O)c3c2C)CCC4)c1	-8.5	-0.4	6.7	-8.4	-12.2	2.8	2.9	-10.8	6.7
CC1(C)C(=O)Nc2ccccc2N1C(=O)COC(=O)CNS(=O)(=O)c1ccc(Br)cc1Cl	-1.9	-4.6	2.2	-13.0	nt	3.1	2.2	14.3	13.7
O=C(NCCCn1ccnc1)c1ccc(NS(=O)(=O)c2cccc([N+](=O)[O-])c2)cc1	14.5	-7.7	-3.2	7.5	4.7	2.8	-0.3	-23.0	1.9
